Abeta yeast res – compounds reversing amyloid beta toxicity in yeast; yeast expressing A-beta42, growth rescue, OD600, 48 h; response scale: 0% DMSO, 100% iron-clioquinol control; Potency, µM (top dose mostly 46.1 µM), inactives show at the top dose growth rescue, usual class: activators; actives 0.063% (n = 410,000); AID 1347071; note: potency is the fitted concentration of half-maximal effect; nearly all actives have a fitted effect of over 55% in size
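Growth rescue measured by 600 nm absorbance after 48 h yeast culture at 30 C with compound. Values normalized between DMSO and an equimolar ferric chloride plus clioquinol control.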
PTHR1 agonist – agonists of human PTHR1 parathyroid hormone receptor | Q03431 | Potency, µM (top dose mostly 115 µM), for inactives: top-dose activation, hits mostly activators | actives 0.075% (n = 410,000) | HEK293 GP2 PTHR1 cells, GloSensor cAMP luminescence, 1 h; note: potency is the fitted concentration of half-maximal effect; nearly all actives have a fitted effect of over 55% in size; some results filed as inactive show a strong effect at the top dose; inactives centre near -15; many of its hits are not listed in these tables
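HEK-293-derived GP2 cells expressing PTHR1 and a GloSensor cAMP reporter, 3,000/well, plated overnight, given luciferin plus IBMX (each 0.5 mM as added) for 1 h at 37 °C, then compound for 1 h at 37 °C. Luminescence was read after 15 min at room temperature.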
TDP-43 yeast inh – inhibitors of TDP-43 toxicity in yeast | TDP-43 expressing yeast growth rescue, BacTiter-Glo, 24 h | Potency, µM (highest dose often 46.1 µM), for inactives: at the top dose growth rescue (activation), usual class: activators | actives 1.8% (n = 410,000) | AID 652104; note: potency is the fitted concentration of half-maximal effect; % of control where 0% means no effect; nearly all actives have a fitted effect of over 50% in size
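Cell-based yeast growth screen: TDP-43 expression induced in galactose, inoculum OD600=0.02 after raffinose pregrowth to mid-log. Read-out BacTiter-Glo luminescence at 24 hr, 30 deg C; inhibition of toxicity seen as signal increase.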
GLP1R ag – agonists of human GLP-1 receptor | AID 624172 | HEK293 GLP-1R CRE-luciferase, luminescence, 4-6 h; cells express a hypersensitive GLP-1R form | actives 0.007% (n = 380,000) | P43220 | Potency, µM (top dose mostly 45.6 µM), without a hit: at the top dose activation, usual class: activators; note: potency is the fitted concentration of half-maximal effect; % of control where 0% means no effect
Target sequence (P43220 whole entry, looked up): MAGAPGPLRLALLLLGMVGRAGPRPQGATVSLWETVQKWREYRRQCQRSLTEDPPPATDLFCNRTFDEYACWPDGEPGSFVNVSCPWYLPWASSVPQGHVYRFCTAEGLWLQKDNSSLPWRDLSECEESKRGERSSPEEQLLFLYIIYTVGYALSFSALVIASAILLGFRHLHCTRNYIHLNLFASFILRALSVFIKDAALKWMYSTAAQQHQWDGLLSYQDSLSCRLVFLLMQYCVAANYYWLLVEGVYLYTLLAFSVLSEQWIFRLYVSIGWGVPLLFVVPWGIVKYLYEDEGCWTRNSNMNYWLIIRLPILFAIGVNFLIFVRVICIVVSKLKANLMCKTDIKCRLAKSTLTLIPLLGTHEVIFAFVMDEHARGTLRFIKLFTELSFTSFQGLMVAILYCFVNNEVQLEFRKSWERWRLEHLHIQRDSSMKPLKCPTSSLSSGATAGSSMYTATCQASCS
aSyn rescue – rescues yeast growth from alpha-synuclein toxicity; actives 0.14% (n = 370,000); Potency, µM (doses to about 46.1 µM), for the others: at the top dose growth rescue (activation), hits mostly activators; Yeast expressing alpha-synuclein, growth rescue, BacTiter-Glo, 24 h; AID 652106; note: potency is the fitted concentration of half-maximal effect; % of control where 0% means no effect; nearly all actives have a fitted effect of over 65% in size
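Rescue of yeast growth: cells expressing toxic alpha-synuclein, induced in galactose at OD600 0.02, incubated with compound 24 h at 30 C. ATP luminescence quantified growth; inhibitors of toxicity appear as activators.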
DRD3 antagonist – blocks the human D3 dopamine receptor; P35462; D3R cells, DiscoveRx beta-arrestin luminescence, antagonist mode; active compounds read low; max response, negative = inhibition, %; actives 2.5% (n = 360,000); in the data active = max response below about -50%; inconclusive = no clear call, values can overlap the other calls; note: % is set by controls: 0 for no effect and ±100 for the full control effect; mostly tested at two doses, the higher about 12 µM
Target sequence (P35462 whole entry, looked up): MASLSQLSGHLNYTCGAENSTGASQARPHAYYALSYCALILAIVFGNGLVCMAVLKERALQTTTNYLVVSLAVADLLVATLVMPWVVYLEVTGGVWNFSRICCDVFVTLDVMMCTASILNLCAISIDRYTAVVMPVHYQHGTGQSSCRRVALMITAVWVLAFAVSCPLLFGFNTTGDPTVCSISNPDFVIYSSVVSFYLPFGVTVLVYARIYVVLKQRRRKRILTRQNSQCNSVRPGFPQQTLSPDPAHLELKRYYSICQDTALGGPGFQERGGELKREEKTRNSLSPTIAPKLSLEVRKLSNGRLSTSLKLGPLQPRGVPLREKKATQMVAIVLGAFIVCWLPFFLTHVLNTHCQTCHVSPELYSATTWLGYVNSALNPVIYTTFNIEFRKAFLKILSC
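Cells plated overnight at 1500 cells/well, then exposed to library compounds with dopamine controls for 90 minutes at 37 degrees C. DiscoveRx reagent added for 30–60 minutes at room temperature; luminescence read, quantitative HTS format.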
Akt phos inh – blocks phosphorylation of Akt; Neuro2A IGF-stimulated pAkt S473 HTRF, 20 min; active compounds read low; activity change, % for hits at 50 µM; actives 0.32% (n = 360,000); in the data active = activity change below about -80%; inconclusive = mostly about -51% to -80%; note: % is set by controls: 0 for no effect and ±100 for the full control effect
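Neuro2A cells (4,500/well, DMEM with 0.5% FBS) were treated with compound at a single 50 µM final concentration, stimulated with 6 nM IGF for 20 min at 37 °C, and lysed. Phospho-Akt Ser473 was read by HTRF as 665/615 ratio ×10^4.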
FUS yeast rescue – rescues growth of FUS-expressing yeast. S. cerevisiae FUS-expressing, growth rescue, OD600, 24 h. Potency, µM (titrated, usually from 76.6 µM), for the others: top-dose growth rescue (activation), actives largely listed as activators. actives 0.24% (n = 390,000). AID 1347120;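 note: potency is the fitted concentration of half-maximal effect; plate controls were DMSO vehicle for no effect and reference control for full effect; nearly all actives have a fitted effect of over 55% in size; some results filed as inactive show a strong effect at the top dose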
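FUS-expressing yeast, raffinose-pregrown, induced in 2% galactose minimal medium at OD 0.005; compounds in a dilution series, 24hr at 30C. Growth restoration read as absorbance at 600 nm. CP55940 positive control, DMSO negative.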
GLP1R inv ag – GLP-1 receptor (human) inverse agonism; P43220; Potency, µM (series often up to 38.3 µM), inactives show at the highest dose activity change, negative = inhibition, hits mostly inhibitors; HEK293 GLP-1R CRE-luciferase, luminescence, 24 h; GLP-1R form is constitutively active; actives 1.6% (n = 410,000); note: potency is the fitted concentration of half-maximal effect; % is set by controls: 0 for no effect and ±100 for the full control effect; nearly all actives have a fitted effect of over 55% in size
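qHTS in 1536-well format: reporter HEK293 cells expressing constitutive GLP-1R activity in DMEM + 10% Nu serum, 24 hr with compounds at 37 deg C, luminescence read after 12 min with detection reagent.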
* marks the source's active call; other numbers are inactive results; i = inactive; ? = inconclusive; . = no result given; [ ] = remark or other dose. Unless noted, calls come from the whole dose curve; as a rule, active = well fitted curve in the direction sought with a large enough effect; inconclusive = small, poorly fitted or top-dose-only effect, or another doubt; inactive = no such curve, though single readings can be large; an effect the other way counts as inactive or inconclusive.

Screens in order – Abeta yeast res	PTHR1 agonist	TDP-43 yeast inh	GLP1R ag	aSyn rescue	DRD3 antagonist	Akt phos inh	FUS yeast rescue	GLP1R inv ag
- COc1ccc(CCN2CC(C#N)=C3c4cc(OC)c(OC)cc4CCN3C2)cc1OC
    10.6%	-24.6%	21.6%	?	-2.8%	15.4	i	9.3%	90.0%[activator]
- O=C(COc1coc(CN2CCc3ccccc3C2)cc1=O)N1CCOCC1
    -2.7%	?	-6.7%	0.6%	-5.7%	-6.9	i	.	26.7%
- CN(CC(=O)NCc1ccc(F)cc1)CC(=O)Nc1ccc(Cl)c(C(F)(F)F)c1
    -2.7%	-90.4%[inhibitor]	-7.7%	-4.7%	-18.4%	2.7	i	41.8%	?
- NC(=O)CSCc1cccc(Br)c1
    5.1%	i	12.2%	-3.7%	-0.5%	-5.4	i	-3.6%	8.2%
- CC(NS(=O)(=O)c1ccc(F)cc1)C(=O)NCc1ccncc1 (configuration not stated)
    -0.9%	-14.4%	15.3%	-3.6%	2.8%	-27.9	i	-14.2%	10.4%
- COCc1cnc(C)nc1N
    8.7%	i	-2.9%	1.1%	1.1%	0.2	i	3.6%	2.3%
- O=C(CSc1nnc(SCc2ccccc2)s1)N/N=C/c1ccc(C(=O)O)cc1
    -15.7%	-11.4%	-2.2%	-0.2%	6.6%	-8.4	i	17.9%	-1.2%
- CCCN(C(=O)CCSc1ccc(F)cc1)c1c(N)n(Cc2ccccc2)c(=O)[nH]c1=O
    -6.0%	i	7.3%	-14.2%	-1.5%	-17.9	i	22.0%	12.8%
- O=C(NCCCN1CCOCC1)c1ccc(-n2nc(C(F)(F)F)cc2-c2cccs2)cc1
    8.1%	-11.0%[57.5 µM]	-1.1%	-9.5%	0.2%	?	i	25.7%	?
- C/C(=N\NC(=O)Cn1nc(C)c([N+](=O)[O-])c1C)c1ccco1
    -8.8%	i	-23.9%	7.3%	-0.9%	-11.0	i	15.9%	3.8%
- CC(=O)C1C(=O)C=C(c2cccs2)CC1c1ccccc1 (configuration not stated)
    -19.3%	-22.8%	-2.0%	15.6%	-0.2%	-2.6	i	2.0%	?
- CCOc1ccc(CNC(=O)CCCn2nc(CC)n3c(cc4occc43)c2=O)cc1
    .	-16.6%	22.5%	28.3%	4.1%	17.4	i	35.7%	20.9%
- COC(=O)c1cc(NC(=O)c2cc3ccccc3o2)cc(C(=O)OC)c1
    3.3%	-7.5%	8.7%	-1.5%	3.9%	33.3	i	-13.8%	4.9%
- O=C(COc1ccc(Cl)cc1)Nc1ccccc1C(=O)OCc1cc(=O)n2ccsc2n1
    -13.5%	i	-3.5%	.	.	.	.	-3.6%	3.0%
- CCS(=O)c1ccccc1C(=O)OCC(=O)N1CCC(c2ccccc2)=N1 (configuration not stated)
    8.7%	-22.0%	24.3%	-6.8%	-0.9%	17.9	i	18.1%	14.7%
- CC(=O)Nc1ccc(S(=O)(=O)Nc2cccc(NC(=O)c3ccco3)c2)cc1
    3.0%	-10.1%	-12.1%	4.5%	2.6%	9.0	i	10.1%	4.4%
- CCOCC(=O)Nc1ccc(C)c(Cl)c1
    -1.4%	-24.1%	?	6.3%	2.4%	0.0	-128.9%*	0.0%	0.1%
- COC(=O)C1=CN(c2ccc(N3CCOCC3)cc2)C(N)=C(C#N)C1c1cccc(F)c1 (configuration not stated)
    -4.3%	-35.2%[inhibitor]	23.1%	.	0.8%	5.2	i	29.5%	10.6%
- NC(=S)Nn1c(CCC(=O)O)ccc1-c1ccccc1
    34.6%	i	-1.0%	1.3%	4.2%	?	i	.	0.3%
- Cc1ccccc1-c1nc(CN2CCC(C(=O)NCCC3=CCCCC3)CC2)c(C)o1
    19.8%	-55.2%	5.0%	-0.1%	.	?	.	10.8%	-12.3%
- Cc1ccc(-c2nc(CNC(=O)Nc3ccccc3)c(C)o2)cc1
    2.9%	-8.4%	?	.	.	.	.	2.6%	-25.0%
- Cc1cc2c3c(c1)C1(C(=O)N3C(C)(C)CC2C)C(C#N)=C(N)Oc2cc(O)ccc21 (configuration not stated)
    15.4%	i	-11.7%	-20.6%	0.0%	-14.8	i	43.7%	0.0%
- COc1ccc(C(=O)O)c(OC)n1
    -15.3%	-27.5%	19.4%	-3.0%	6.5%	-11.8	i	-26.7%	4.1%
- COc1ccc(-c2ccc(CN3C(CC(C)C)C(=O)N(Cc4cn(Cc5ccco5)nn4)CCS3(=O)=O)cc2)cc1 (configuration not stated)
    -5.7%	-48.6%[inhibitor]	15.7%	7.2%	7.1%	1.4	i	?	?
- O=c1cc(N2CCN(c3ccc(F)cc3)CC2)[nH]c(=O)n1-c1cccc(Br)c1
    -4.6%	-6.8%	7.0%	.	.	.	.	16.5%	-23.2%
- O=C(COC(=O)c1ccccc1)NCCC1=CCCCC1
    9.4%	-5.9%	0.0%	5.6%	-1.7%	-15.3	i	30.4%	-27.6%
- Cc1ccc(NC(=O)Cn2c(=O)n(Cc3ccco3)c(=O)c3sc4ccccc4c32)cc1C
    -11.0%	-22.9%	-7.9%	-0.7%	.	.	.	-2.6%	-4.3%
- Cc1cccc(C)c1N1C(=O)CC(Sc2ccccc2N)C1=O (configuration not stated)
    -5.3%	-14.5%	-12.6%	-1.6%	1.2%	-16.0	i	9.2%	14.7%
- CC(C)CC1NC(=O)N(CC(=O)N2CCN(S(=O)(=O)c3ccccc3)CC2)C1=O (configuration not stated)
    -11.1%	-10.7%[57.5 µM]	-14.8%	-4.9%	0.5%	-21.0	i	11.4%	-6.0%
- O=C(O)CSc1nc2ccc(NC(=O)COc3ccc(Cl)cc3)cc2s1
    -13.9%	-38.0%[inhibitor]	13.9%	.	1.7%	.	.	7.1%	6.1%
- CC1CCN(C(=S)c2cn(Cc3cccc(F)c3)c3ccccc23)CC1
    ?	-4.0%	18.7%	16.0%	-5.0%	?	i	13.2%	?
- CCOC(=O)c1cnc(SCC(=O)Nc2cccc(OC)c2)nc1N
    -2.7%	-39.1%[inhibitor]	-2.3%	1.0%	1.5%	45.1	i	-8.6%	0.0%
- O=C(Cc1ccc([N+](=O)[O-])cc1)N1CCCc2ccccc21
    5.8%	-10.9%	?	8.1%	2.3%	14.3	i	-7.4%	-19.1%
- Cc1ccc(Cl)cc1NC(=O)C(Cc1ccccc1)NS(=O)(=O)c1cccc2nsnc12 (configuration not stated)
    -4.8%	-29.3%	8.7%	.	.	.	.	-25.0%	-27.9%
- CCCCC1Cc2[nH]c(=S)[nH]c(=O)c2C(c2ccc(Cl)cc2)O1 (configuration not stated)
    -6.1%	i	9.2%	7.9%	-9.6%	6.6	i	12.2%	5.8%
- COc1ccccc1-n1c(O)c(C=NCc2ccccn2)c2ccccc2c1=O
    7.7%	-10.4%	15.0%	3.4%	3.8%	5.6	i	9.7%	14.0%
- O=C(COC(=O)C1CC2C=CC1C2)Nc1c(Br)cc([N+](=O)[O-])cc1Br (configuration not stated)
    -15.1%	-20.5%	?	-13.3%	2.5%	-22.7	i	.	-27.3%
- NC(=O)C(CCc1nc2ccccc2[nH]1)NS(=O)(=O)c1ccccc1 (configuration not stated)
    -6.9%	-21.9%	8.0%	-1.8%	0.2%	16.5	i	-6.8%	5.6%
- Cn1c(O)c(N=NC(=O)c2ccccc2O)c2ccccc21
    -15.5%	-32.0%[inhibitor]	15.8µM*	4.0%	3.9%	-11.9	i	-2.3%	2.4%
- Cc1ccc(NC(=O)Cn2cc(C(=O)C3CCCCC3)c3ccccc32)cc1
    -3.6%	-24.9%	18.7%	.	.	.	.	-19.4%	-2.7%
- C[C@@H]1CN([C@H](C)CO)C(=O)CCCn2cc(nn2)CO[C@H]1CN(C)C(=O)Nc1ccc(-c2cccs2)cc1
    -5.1%	-23.7%	14.9%	-4.9%	7.6%	-19.8	i	14.9%	5.8%
- O=C1N(Cc2cccc(Cl)c2)C[C@@H]2C[C@@H](c3cccn3-c3cccnc3)N3CCC[C@@]123
    6.6%	-2.3%	-10.7%[1.82 µM]	16.5%	-3.3%	-5.2	i	23.3%	?
- CN(C1CCCCC1)S(=O)(=O)c1ccc2[nH]c(=O)oc2c1
    16.0%	-12.2%	-24.9%	7.6%	17.1%	10.9	i	?	-3.3%
- CC(C)NC(=O)N(C)C[C@H]1OCc2cnnn2CCCC(=O)N([C@H](C)CO)C[C@H]1C
    10.1%	-42.4%	13.6%	-2.8%	4.0%	8.4	i	-25.2%	18.9%
- CCOC(=O)N1CCC(NC(=O)C(Cc2ccccc2)NC(=O)C2CCCCC2)CC1 (configuration not stated)
    10.1%	-20.1%	0.5%	9.0%	-0.5%	6.7	i	4.8%	5.0%

Fetched one by one from above (two):
Screens in order – Abeta yeast res	PTHR1 agonist	TDP-43 yeast inh	GLP1R ag	aSyn rescue	DRD3 antagonist	Akt phos inh	FUS yeast rescue	GLP1R inv ag
- O=C1N(Cc2cccc(Cl)c2)C[C@@H]2C[C@@H](c3cccn3-c3cccnc3)N3CCC[C@@]123
    6.6%	-2.3%	-10.7%[1.82 µM]	16.5%	-3.3%	-5.2	i	23.3%	?
- CCOC(=O)N1CCC(NC(=O)C(Cc2ccccc2)NC(=O)C2CCCCC2)CC1 (configuration not stated)
    10.1%	-20.1%	0.5%	9.0%	-0.5%	6.7	i	4.8%	5.0%

Screening data (PubChem)

Some of the compounds tested; count on the stated rates, not on these rows.
